Screening data as filed in PubChem BioAssay.
MmCpn inh: Inhibitors of TCP-1 ring complex (TRiC) of Methanococcus maripaludis (MmCpn): qHTS; hit rate 0.031% among 330,000; Potency, µM (titrated, usually from 76.9 µM), for inactives: top-dose activity, negative = inhibition, actives largely listed as inhibitors; AID 504842, 2011; purified Mm-Cpn ATPase, ADP Transcreener TR-FRET; Chaperonin Mm-Cpn (Methanococcus maripaludis); active = well fitted inhibition curve with a large enough effect; inconclusive = small, poorly fitted or top-dose-only effect; also: nearly all actives have a fitted effect of over 80% in size
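Purified archaeal Mm-CPN (25nM final) preincubated 10 min at 37degC with compound, then 10uM ATP for 30 min at 37degC; ADP measured by HTRF Transcreener TR-FRET; buffer 30 mM TRIS pH 7.4, 100mM KCl, 5mM MgCl2, 1mM DTT.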
* hit, by the source's call. % is scaled to controls: 0 for no effect and ±100 for the full control effect; potency is read from the fitted curve at half-maximal effect.

`CC(C)c1ccc(S(=O)(=O)/N=C2/C=CC(=O)c3ccccc32)cc1` gave MmCpn inh 0%.
Screening CCCCn1c(=O)[nH]c(=O)c2c1nc(-c1ccc(CC)c([N+](=O)[O-])c1)n2C returned MmCpn inh -2%.
Screening CC(c1cc2ccccc2s1)N(O)C(N)=O (stereo unspecified) returned MmCpn inh 1%.
Screening CC(=O)N[C@@H](C)c1nc2ccccc2n1CCNC(=O)[C@H]1CCCN1c1nc(CN2CCCCC2)cs1 returned MmCpn inh 2%.
For CCCn1c(=O)c(C(=O)NNC(=O)c2ccccc2[N+](=O)[O-])c(O)c2ccccc21 the results were MmCpn inh 0%.
`CCOC(=O)c1cnn(-c2nc3sc4c(c3c(=O)[nH]2)CCCC4)c1N` gave MmCpn inh -8%.
`Cc1cc(C)nc(N/N=C/C2=C(O)CC(c3ccccc3)CC2=O)n1` (stereo unspecified) gave MmCpn inh 2%.
CCN(CC)CCCN1C(=O)C(=O)/C(=C(/O)c2ccc3c(c2)OCCO3)C1c1ccc(C)o1 (stereo unspecified) was read as MmCpn inh 0%.
For COC(=O)c1ccccc1NC(=O)Cn1nc2n(C)c3ccccc3n2c(=O)c1=O the results were MmCpn inh -1%.
For CCOc1ccc2[nH]c(=O)c(CN(C(=O)N3CCOCC3)C3CC3)cc2c1 the results were MmCpn inh 1%.
For Cc1c(Cl)cccc1NC(=O)CN1C(=O)CSc2ncccc21 the results were MmCpn inh -2%.
For CC1=CC(=C2C=CC(=O)C=C2)C=C(C)N1C the results were MmCpn inh 1%.
N#CC1=C(N)Nc2ncnn2C1c1ccccc1 (stereo unspecified) was read as MmCpn inh -1%.
`Cc1ccc(OCCCC(=O)NCc2ccco2)c(C)c1` gave MmCpn inh 1%.
Screening O=C(Cc1ccccc1[N+](=O)[O-])Nc1ccc(S(=O)(=O)N2CCCC2)cc1 returned MmCpn inh -10%.
For O=C(O/N=C/c1ccc2c(c1)OCO2)c1ccccc1Cl the results were MmCpn inh -1%.
Screening CCCCc1ccc(C2C(C#N)=C(N)SC(N)=C2C#N)s1 returned MmCpn inh -8%.
CCc1ccc(/C=C2/Sc3ccccc3N(CC(=O)NCCCOC)C2=O)cc1 was read as MmCpn inh 2%.
N#CC(C(=O)NC1CCCCC1)c1nc2ccccc2nc1N1CCOCC1 (stereo unspecified) was read as MmCpn inh -1%.
For CCOC(=O)Cc1csc(NC(=O)c2ccc(Br)s2)n1 the results were MmCpn inh 1%.

Reprinted from the part before: two compounds, followed by the next part.
N#CC(C(=O)NC1CCCCC1)c1nc2ccccc2nc1N1CCOCC1 (stereo unspecified) was read as MmCpn inh -1%.
For CCOC(=O)Cc1csc(NC(=O)c2ccc(Br)s2)n1 the results were MmCpn inh 1%.
Screening CC(C)c1ccc(/C=C(\NC(=O)c2ccccc2)C(=O)NCCN2CCOCC2)cc1 returned MmCpn inh -3%.
Screening CCc1ccc2nc3sc(C(=O)N4CCc5ccccc54)c(N)c3cc2c1 returned MmCpn inh -2%.
COCCn1c(=O)c2c(nc3n2CCN3c2ccc(C)cc2)n(C)c1=O was read as MmCpn inh 1%.
`Cc1ccccc1NC(=O)c1c(O)c2cccc3c2n(c1=O)CC3` gave MmCpn inh 0%.
For Cc1c(-c2ccncc2)oc2ccc(Br)cc2c1=O the results were MmCpn inh -15%.
Cc1ccc2nc3c(cc(C#N)c(=N)n3Cc3cccnc3)c(=O)n2c1 was read as MmCpn inh -1%.
Screening CCN(c1ccccc1)S(=O)(=O)c1cc2c3c(c1)CCN3C(=O)CC2 returned MmCpn inh -3%.
COc1cc2[nH]c(C(=O)NN)c(N)c2cc1OC was read as MmCpn inh -1%.
`COc1nc2c(C)cccc2cc1-c1noc(-c2ccncc2)n1` gave MmCpn inh 1%.
O=C(NC1CCCCC1)NC1CC2CCC(C1)N2C(=O)NCc1ccccc1 (stereo unspecified) was read as MmCpn inh 2%.
Cc1cccc(CN2C(=O)/C(=C\c3ccc(C(=O)NCCCN4CCN(C)CC4)cc3)Oc3ccccc32)c1 was read as MmCpn inh -3%.
`O=C(CNC(=O)/C=C/c1ccccc1)N=Nc1c(O)n(Cc2ccccc2)c2ccccc12` gave MmCpn inh 1%.
COCCN1C(=O)N[C@H](c2cccc(C(F)(F)F)c2)C(C(=O)OC)=C1C was read as MmCpn inh 2%.
`O=C(COc1ccc(Cl)cc1)Nc1ccccc1N1CCOCC1` gave MmCpn inh 0%.
Screening CC(C)C(=O)N1CCC2(CC1)Oc1ccc(F)cc1C(=O)C21CC(c2cccnc2)=NO1 (stereo unspecified) returned MmCpn inh -2%.
`COc1cccc2[nH]c3c(N4CCN(Cc5ccc6c(c5)OCO6)CC4)ncnc3c12` gave MmCpn inh -2%.
For CCOc1ccc(C2C=C(c3ccc(C)cc3)Nc3ncnn32)cc1 (stereo unspecified) the results were MmCpn inh -5%.
For Cc1ccc2oc3c(c(=O)c2c1)C(c1ccc(F)cc1)N(CCCN1CCOCC1)C3=O (stereo unspecified) the results were MmCpn inh 2%.
For Cc1c(Cl)c(C(=O)Nc2nc3ccccc3n2CCN2CCCCC2)nn1C the results were MmCpn inh -2%.
Screening CCOC(=O)c1cnc2c(C)cccc2c1Nc1ccc(N2CCOCC2)cc1 returned MmCpn inh 2%.
C1CN(c2nc3nonc3nc2N2CCOCC2)CCO1 was read as MmCpn inh 0%.
CO[C@H]1C=CO[C@@]2(C)Oc3c(C)c(O)c4c(O)c(c5c(nc6cc(C)ccn65)c4c3C2=O)NC(=O)C(C)=CC=C[C@H](C)[C@H](O)[C@@H](C)[C@@H](O)[C@@H](C)[C@H](OC(C)=O)[C@@H]1C was read as MmCpn inh 1%.
`Nc1nn(-c2ccccc2)nc1C(=O)OCc1ccccc1F` gave MmCpn inh inconclusive.
For CC1(C)CC(=O)C2=C(C1)N(c1ccc(F)cc1)C(=O)C2(NC(=O)c1ccccc1)C(F)(F)F (stereo unspecified) the results were MmCpn inh -1%.
COc1cccc(-n2c(N)c(C#N)c3ccc([N+](=O)[O-])cc3c2=O)c1 was read as MmCpn inh -1%.
`O=Cc1sc(N2CCOCC2)nc1-c1ccccc1` gave MmCpn inh -3%.
For C#CCOC(=O)CCC(=O)Nc1cc(OC)nc(OC)n1 the results were MmCpn inh 0%.
`C=CCn1c(=O)c(C(=O)Nc2ccccc2OC)c(O)c2ccccc21` gave MmCpn inh 0%.
COc1ccc(CCNC(=O)c2cc3c(=O)n4cccc(C)c4nc3n(Cc3ccncc3)c2=N)cc1 was read as MmCpn inh 1%.
For COc1ccc(C(c2nnnn2C2CCCCC2)N2CCN(c3ccccc3)CC2)cc1 (stereo unspecified) the results were MmCpn inh 0%.
`N#Cc1c(N)sc(=S)c2c1CCN(Cc1ccccc1)C2` gave MmCpn inh -6%.
Screening CCOc1nc(C)cc(C)c1S(=O)(=O)c1cccc(C)c1 returned MmCpn inh 0%.
For COc1ccc(/C(O)=C2/C(=O)C(=O)N(CCCN(C)C)C2c2ccc(C)o2)cc1Cl (stereo unspecified) the results were MmCpn inh -1%.
For Cc1cc(N2CCCC2)nc(N2C3CCC2CC(O)(c2ccc(F)cc2)C3)n1 (stereo unspecified) the results were MmCpn inh 0%.
For COCCNC(=O)CN(C(=O)CCC(=O)Nc1ccccn1)c1ccc(F)c(Cl)c1 the results were MmCpn inh -4%.
CC(C)(C)OC(=O)N[C@@H](Cc1ccccc1)c1nnc(S(=O)(=O)Cc2ccccc2)o1 was read as MmCpn inh -1%.
For CC(C)Cc1nc(N2CCN(C(=O)Cc3ccccc3)CC2)c(C#N)c2c1COC(C)(C)C2 the results were MmCpn inh inconclusive.
Cc1ccc(CNC(=O)CSc2nc3ccccc3c3nc(C)nn23)cc1 was read as MmCpn inh -3%.
CCN(CC)S(=O)(=O)c1ccc(OC)c(NC(=S)Nc2cc(C)ccc2C)c1 was read as MmCpn inh 1%.
Screening COC(=O)c1[nH]c2ccc(C)cc2c1NC(=O)CCN1CCN(C2CCCCC2)CC1 returned MmCpn inh 0%.

4 entries already listed, ordered by heavy-atom count, high to low:
For COCCNC(=O)CN(C(=O)CCC(=O)Nc1ccccn1)c1ccc(F)c(Cl)c1 the results were MmCpn inh -4%.
For Cc1cc(N2CCCC2)nc(N2C3CCC2CC(O)(c2ccc(F)cc2)C3)n1 (stereo unspecified) the results were MmCpn inh 0%.
`C=CCn1c(=O)c(C(=O)Nc2ccccc2OC)c(O)c2ccccc21` gave MmCpn inh 0%.
C1CN(c2nc3nonc3nc2N2CCOCC2)CCO1 was read as MmCpn inh 0%.

Continued.
CCn1cnc2sc(C)c(C)c2c1=O was read as MmCpn inh -1%.
`COCCN(C(=O)CSc1nnc(-c2cccc(OC)c2)n1C)c1c(N)n(Cc2ccccc2)c(=O)[nH]c1=O` gave MmCpn inh 4%.
O=C(O)Cc1ccc(NC(=O)C2CC=CCC2C(=O)O)cc1 (stereo unspecified) was read as MmCpn inh 1%.
For O=C(Nc1cccc(F)c1)c1cc(S(=O)(=O)N2CCC3(CC2)OCCO3)ccc1F the results were MmCpn inh -2%.
Screening CC(C)Oc1ccccc1C1CC(=O)Nc2c1c(=O)n(C)c(=O)n2C (stereo unspecified) returned MmCpn inh 2%.
`COc1cc(/C=C/c2nc3ccc([N+](=O)[O-])cc3s2)ccc1OCC(=O)O` gave MmCpn inh -6%.
Screening CCOC(=O)N1CCN(CC(=O)c2c[nH]c3ccc(F)cc23)CC1 returned MmCpn inh -1%.
For O=C(OCc1cc(Cl)ccc1OC(F)F)c1ccc([N+](=O)[O-])o1 the results were MmCpn inh -2%.
`O=C(Nc1ccc(-c2nnn(CC(=O)N3CCN(C(=O)c4ccco4)CC3)n2)cc1)c1ccccc1F` gave MmCpn inh -2%.
`Nc1cccc(-n2nncc2-c2ccc(Cl)cc2)c1` gave MmCpn inh -2%.
Screening CCOC(=O)N1CCC(NC(=O)c2ccc3nc4ccccc4c(=O)n3c2)CC1 returned MmCpn inh 0%.
For CCOC(=O)c1c(NC(=O)c2ccc(C)cc2)sc2c1CC(C)(C)NC2(C)C the results were MmCpn inh 1%.
`COC(=O)c1cc(C(=O)Cc2ccccc2)c[nH]1` gave MmCpn inh 0%.
Screening Cc1ccccc1C[C@H](C(=O)O)N1C(=O)c2ccc(C(=O)O)cc2C1=O returned MmCpn inh 0%.
Cc1nn(-c2ccc3nnc(Br)n3n2)c(C)c1Br was read as MmCpn inh 0%.
For O=C(c1ccc2c(c1)OCCO2)N1CCN(c2ccc([N+](=O)[O-])cc2)CC1 the results were MmCpn inh 0%.
For O=C(CN1CCCCC1)N1CCN(C(=O)CN2CCCCC2)CC1 the results were MmCpn inh 0%.
Screening Cc1nn(-c2ccc(Cl)cc2)c2sc(C(=O)N3CCN(C(=O)c4ccco4)CC3)cc12 returned MmCpn inh -4%.
For Cc1ccc(OCc2nnc(NC(=O)Cc3cccs3)s2)cc1 the results were MmCpn inh 1%.
`Cc1cc(C)n(-c2nc(SCC(=O)O)c3c4c(sc3n2)CCCC4)n1` gave MmCpn inh 1%.
`COc1ccc(Cn2c(-c3ccc(OC)cc3)nc3c(c(=O)c4ccccc4n3C)c2=O)cc1` gave MmCpn inh -2%.
`Cn1c(SCC(=O)O)nnc1-c1ccc2ncccc2c1` gave MmCpn inh 0%.
Screening Cc1cc2c(s1)c1c(n2C)C(=O)N(Cc2ccccc2F)C1 returned MmCpn inh 0%.
`COc1ccc(OC)c2c1sc(=NC(=O)CN1C(=O)CCC1=O)n2C` gave MmCpn inh -1%.
For COc1ccc(OC)c(CNC(=O)c2cc(=O)[nH]c3ccc(S(=O)(=O)N4CCCC4)cc23)c1 the results were MmCpn inh 0%.
Screening COC(=O)c1c(NC(=O)CN2CCN(c3ccccc3OC)CC2)c2c(C)cccc2n1C returned MmCpn inh 0%.
Screening C=CCOc1c(Cl)cc(CNc2ccc(C)c(Cl)c2)cc1OC returned MmCpn inh -1%.
For CC(=O)c1cnc(Nc2nc(C)c3cccc(C)c3n2)nc1C the results were MmCpn inh -10%.
COc1ccc(N/C(=C(/C(Cl)=C(Cl)Cl)[N+](=O)[O-])n2nnc3ccccc32)cc1OC was read as MmCpn inh inconclusive.
Screening c1ccc(CN2CCN(c3ncccn3)CC2)nc1 returned MmCpn inh 0%.
COC(=O)C1=C(C)N(Cc2ccco2)C(=O)N[C@H]1c1ccc(Br)cc1 was read as MmCpn inh 1%.
`Cn1c(=O)c(C(=O)COC(=O)c2cc(-c3ccccc3)nc3ccccc23)c(N)n(Cc2ccccc2)c1=O` gave MmCpn inh -6%.
`Cc1noc(C)c1-c1ccc2ncnc(NCc3cccc(-c4ccccc4)c3)c2c1` gave MmCpn inh -10%.
For CCOc1cc(/C=C2/SC(=S)N(C)C2=O)ccc1Oc1ccc([N+](=O)[O-])cc1[N+](=O)[O-] the results were MmCpn inh 1%.
COc1ccc(Nc2nc(Cl)c(C=O)s2)cc1 was read as MmCpn inh 2%.
Screening COc1ccccc1NC(=O)c1ccc(CSc2ncccn2)cc1 returned MmCpn inh -4%.

6 entries drawn at random from those above:
`COc1ccc(Cn2c(-c3ccc(OC)cc3)nc3c(c(=O)c4ccccc4n3C)c2=O)cc1` gave MmCpn inh -2%.
COc1cccc(-n2c(N)c(C#N)c3ccc([N+](=O)[O-])cc3c2=O)c1 was read as MmCpn inh -1%.
For O=C(Nc1cccc(F)c1)c1cc(S(=O)(=O)N2CCC3(CC2)OCCO3)ccc1F the results were MmCpn inh -2%.
Screening CC(C)C(=O)N1CCC2(CC1)Oc1ccc(F)cc1C(=O)C21CC(c2cccnc2)=NO1 (stereo unspecified) returned MmCpn inh -2%.
`Cc1ccc(OCCCC(=O)NCc2ccco2)c(C)c1` gave MmCpn inh 1%.
`C=CCn1c(=O)c(C(=O)Nc2ccccc2OC)c(O)c2ccccc21` gave MmCpn inh 0%.

An excerpt; the hit share may differ from the screen's.
